Rab7 wt GTP bind = modulators of GTP binding to Rab7, primary screen, biochemical, wildtype, multiplex bead flow cytometry; Rab7 GTPase wild type (dog), Bodipy-FL-GTP binding; GST-Rab7 beads, fluorescent GTP binding; actives lie on both sides; untreated = 100%, excess cold GTP = 0%; GTP binding activity (percent of control), % at 10 µM; 0.055% of 190,000 active; AID 758, 2007;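 active means fluorescent GTP binding to Rab7 beads changed by at least 20 points from the 100% baseline, either direction, mostly lower; inconclusive means compound itself probably fluorescent, or too few beads counted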;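 further: median green fluorescence of bound Bodipy-FL-GTP per Rab7 bead population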
Rac1 mut GTP = GTP binding modulators of activated mutant Rac1, primary screen, biochemical, bead-based flow cytometry, multiplex, fluorescent GTP | Ras-related C3 botulinum toxin substrate 1 (Homo sapiens), P63000 | GST-Rac1 activated beads; actives lie on both sides; 100% means binding = to untreated wells | percent activity (GTP binding), % at 10 µM | 0.11% of 190,000 active | AID 764, 2007;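 active means GTP binding at least 20 percentage points away from the 100% baseline, in either direction, so actives lie on both sides; inconclusive means Compound likely fluorescent itself, or too few beads counted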
Cdc42 wt GTP = modulators of GTP binding to wildtype Cdc42, primary screen, biochemical, multiplex bead flow cytometry, Bodipy-GTP; Cell division control protein 42 homolog (Homo sapiens), P60953; GST-Cdc42 beads; actives lie on both sides; percent activity (GTP binding), % at 10 µM; 0.2% of 190,000 active;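 active means percent activity GTP binding at least 20 points away from the 100% baseline, either down as inhibitor or up as activator; inconclusive means compound flagged as likely green fluorescent from well-wide comparison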;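 further: median bead fluorescence of bound Bodipy-FL-GTP at 100 nM; 0% = excess unlabeled GTP control and 100% = no compound control; below 100% means less GTP binding so inhibitor and above means activator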
Target sequence (P60953 whole entry, looked up): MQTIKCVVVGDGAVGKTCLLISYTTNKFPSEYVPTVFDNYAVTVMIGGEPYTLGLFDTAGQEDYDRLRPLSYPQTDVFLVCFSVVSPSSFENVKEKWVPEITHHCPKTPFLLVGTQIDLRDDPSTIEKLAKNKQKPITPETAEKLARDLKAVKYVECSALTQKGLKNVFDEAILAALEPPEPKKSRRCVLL
Mcl1-Noxa inh = Mcl-1/Noxa binding inhibitors, primary screen, biochemical, TR-FRET, 1536-well | TR-FRET Mcl-1/Noxa peptide binding, 2 h | AID 1022, 2008 | 1.5% of 220,000 active | inhibition, % at 21.7 µM;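 active means compounds that cut the protein-peptide binding signal by more than 50% relative to plate controls in a single-dose test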;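 further: His-tagged Mcl-1 with rhodamine Noxa BH3 peptide and terbium anti-His antibody; 0% = Mcl-1 plus Noxa peptide wells and 100% = peptide-only wells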
Target sequence (Q07820 whole entry, looked up): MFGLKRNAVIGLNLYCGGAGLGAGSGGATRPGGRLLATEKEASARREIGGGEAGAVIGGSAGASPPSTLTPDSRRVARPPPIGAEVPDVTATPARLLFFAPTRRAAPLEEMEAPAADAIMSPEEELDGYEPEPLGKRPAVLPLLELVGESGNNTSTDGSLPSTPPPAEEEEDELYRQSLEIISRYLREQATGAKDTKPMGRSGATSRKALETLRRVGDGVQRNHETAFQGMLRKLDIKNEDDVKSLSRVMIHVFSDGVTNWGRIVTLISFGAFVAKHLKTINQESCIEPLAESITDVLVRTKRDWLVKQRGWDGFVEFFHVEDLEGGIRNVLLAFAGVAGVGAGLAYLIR
Rac1 wt modul = wildtype Rac1 GTP binding modulators, primary screen, biochemical, GST-Rac1 beads, flow cytometry, multiplex | GTP binding activity (% of control), % at 10 µM | AID 757, 2007 | fluorescent GTP binding; actives lie on both sides; 0 = cold GTP competed, 100 = untreated | 0.27% of 190,000 active | Ras-related C3 botulinum toxin substrate 1 (Homo sapiens), P63000;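 active means GTP binding activity at least 20 points away from the 100% control level, either lower or higher; inconclusive means compound flagged as likely green fluorescent, judged across all proteins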
HRas wt GTP bind = modulators of GTP binding to HRas wildtype, primary screen, biochemical, bead-based flow cytometry, multiplex; AID 759, 2007; GST-Ras wt beads, Bodipy-FL-GTP binding; actives lie on both sides; 0.14% of 190,000 active; GTP binding activity, % at 10 µM;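 active means GTP binding activity at least 20% away from the 100% baseline, either lowered as inhibitor or raised as activator; inconclusive means flagged as likely green fluorescent, judged across all proteins in the well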;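 further: 0% = unlabeled GTP competition control and 100% = no-compound control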
Target sequence (P01112 whole entry, looked up): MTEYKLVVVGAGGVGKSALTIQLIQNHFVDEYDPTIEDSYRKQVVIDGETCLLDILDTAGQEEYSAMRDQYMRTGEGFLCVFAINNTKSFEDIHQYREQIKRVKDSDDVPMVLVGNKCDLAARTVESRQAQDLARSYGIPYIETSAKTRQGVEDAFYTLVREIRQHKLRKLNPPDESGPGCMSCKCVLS
Mcl1-Bid inh = Mcl-1/Bid binding inhibitors, primary screen, biochemical, TR-FRET, 1536-well | inhibition, % at 21.7 µM | AID 1021, 2008 | TR-FRET Mcl-1/Bid-Dy647 peptide binding | Induced myeloid leukemia cell differentiation protein Mcl-1 (Homo sapiens), Q07820 | 0.97% of 220,000 active;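 active means compounds that cut the binding signal by more than half at the single screening dose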;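 further: His-tagged Mcl-1 with europium anti-His antibody binding Bid BH3 peptide; 0% = Mcl-1 plus peptide wells and 100% = peptide-only wells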
Avidin fluor = green autofluorescence of compounds with avidin beads – biophysical, 488/530 nm, flow cytometry, artefact control, profiling panel | AID 1775, 2009 | compound fluorescence 488/530 nm; stronger effect = higher value | 0.38% of 220,000 active | fluorescence (KMESF) at 10 µM; in the data active means fluorescence above about 47; further: inactives centre near 10
Rab2A wt mod = modulators of GTP binding to Rab2A wildtype, primary screen, biochemical, dog, bead-based flow cytometry, multiplex; 0.19% of 190,000 active; GST-Rab2 wt beads, Bodipy-GTP binding; GTP binding activity, % at 10 µM; AID 760, 2007;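 active means GTP binding activity at least 20 points away from 100%, either lowered or raised; inconclusive means signal likely due to the compound's own green fluorescence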;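 further: 0% = beads with excess unlabeled GTP and 100% = no-compound control corrected for plate trend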
Bim-Mcl-1 = inhibitors of Bim peptide binding to Mcl-1, primary screen, biochemical, bead-based flow cytometry, multiplex; Induced myeloid leukemia cell differentiation protein Mcl-1 (Homo sapiens), Q07820; Bim peptide-Mcl-1 binding; inhibition, % at 10 µM; 0.1% of 190,000 active; in the data active means inhibition above about 40%;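 further: 0% = no compound tracer wells and 100% = peptide blocker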
Pf gamet viab = late stage P. falciparum gametocyte viability inhibitors, primary screen, ATP luminescence, HTS. 0.065% of 150,000 active. inhibition, % at 10.9 µM. AID 743093, 2013. P. falciparum stage V gametocytes, 24 h;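 active means inhibition above the mean plus 3 SD of compounds within the control limits, set per campaign, cut at about 38% in these data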;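 further: 0% = DMSO wells and 100% = medium only without gametocytes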
Active calls of the source: *.

`CCCCCCCCNC(=O)/C(C#N)=C/c1ccc2c(c1)OCCO2` gave Rab7 wt GTP bind 93, Rac1 mut GTP 92, Cdc42 wt GTP 99, Mcl1-Noxa inh 23, Rac1 wt modul 97, HRas wt GTP bind 95, Mcl1-Bid inh -6, Avidin fluor 9, Rab2A wt mod 90, Bim-Mcl-1 0 and Pf gamet viab 2.
CC(=O)c1ccc(NC(=O)Nc2ccc(NS(=O)(=O)c3ccc(C)cc3)cc2)cc1 was read as Rab7 wt GTP bind 93, Rac1 mut GTP 96, Cdc42 wt GTP 94, Rac1 wt modul 94, HRas wt GTP bind 96, Mcl1-Bid inh 1, Avidin fluor 11, Rab2A wt mod 96 and Bim-Mcl-1 -1.
For CSc1ccc(/C=N/NC(=O)c2cc(O)cc(O)c2)cc1 the results were Rab7 wt GTP bind inconclusive, Rac1 mut GTP 95, Cdc42 wt GTP 92, Mcl1-Noxa inh 1, Rac1 wt modul 93, HRas wt GTP bind 95, Mcl1-Bid inh -49, Avidin fluor 4, Rab2A wt mod 97, Bim-Mcl-1 -2 and Pf gamet viab -6.
For Cc1nc2cc(C(F)(F)F)ccc2n1C1CCN(CC(=O)N2CCOCC2)CC1 the results were Rab7 wt GTP bind 99, Rac1 mut GTP 100, Cdc42 wt GTP 103, Mcl1-Noxa inh 26, Rac1 wt modul 105, HRas wt GTP bind 98, Mcl1-Bid inh -6, Avidin fluor 8, Rab2A wt mod 101 and Bim-Mcl-1 0.
For CCN(/N=C/c1ccc(N(C)C)cc1)c1nc2ccccc2[nH]1 the results were Rab7 wt GTP bind 99, Rac1 mut GTP 96, Cdc42 wt GTP 95, Mcl1-Noxa inh 81*, Rac1 wt modul 100, HRas wt GTP bind 94, Mcl1-Bid inh 5, Avidin fluor 4, Rab2A wt mod 98 and Bim-Mcl-1 -2.
For O=C(O)C1CCCCN1S(=O)(=O)c1cccc2nsnc12 (configuration not stated) the results were Rab7 wt GTP bind 98, Rac1 mut GTP 99, Cdc42 wt GTP 100, Mcl1-Noxa inh 8, Rac1 wt modul 102, HRas wt GTP bind 99, Mcl1-Bid inh 15, Avidin fluor 15, Rab2A wt mod 99 and Bim-Mcl-1 -3.
O=S(=O)(c1cccc(S(=O)(=O)N2CCC(N3CCCCC3)CC2)c1)N1CCOCC1 was read as Rab7 wt GTP bind 100, Rac1 mut GTP 101, Cdc42 wt GTP 105, Mcl1-Noxa inh 8, Rac1 wt modul 108, HRas wt GTP bind 102, Mcl1-Bid inh -11, Avidin fluor 7, Rab2A wt mod 101 and Bim-Mcl-1 1.
Screening Cc1ccc2nc(Cl)c(/C=N/n3c(C)nnc3C)cc2c1 returned Rab7 wt GTP bind 85, Rac1 mut GTP 94, Cdc42 wt GTP 92, Mcl1-Noxa inh 15, Rac1 wt modul 92, HRas wt GTP bind 94, Mcl1-Bid inh -3, Avidin fluor 8, Rab2A wt mod 92, Bim-Mcl-1 0 and Pf gamet viab -6.
`CCCN(Cc1nc(-c2ccc(Cl)cc2)no1)CC1CCCO1` (configuration not stated) gave Rab7 wt GTP bind 104, Rac1 mut GTP 97, Cdc42 wt GTP 99, Mcl1-Noxa inh 3, Rac1 wt modul 102, HRas wt GTP bind 100, Mcl1-Bid inh -22, Avidin fluor 11, Rab2A wt mod 97, Bim-Mcl-1 5 and Pf gamet viab -3.
For O=C(/C=C/c1cccs1)NC(=S)NNC(=O)c1ccccc1O the results were Rab7 wt GTP bind 103, Rac1 mut GTP 91, Cdc42 wt GTP 94, Mcl1-Noxa inh -47, Rac1 wt modul 95, HRas wt GTP bind 95, Mcl1-Bid inh -57, Avidin fluor 8, Rab2A wt mod 97 and Bim-Mcl-1 -3.
Screening CCCc1[nH]nc2c1C(c1ccc(OC)c(Cn3nnc4ccccc43)c1)C(C#N)=C(N)O2 (configuration not stated) returned Rab7 wt GTP bind inconclusive, Rac1 mut GTP inconclusive, Cdc42 wt GTP inconclusive, Mcl1-Noxa inh 9, Rac1 wt modul inconclusive, HRas wt GTP bind inconclusive, Mcl1-Bid inh -10, Avidin fluor 8, Rab2A wt mod inconclusive and Bim-Mcl-1 1.
COCc1cc(=O)n2[nH]c(-c3ccccc3)cc2n1 was read as Rab7 wt GTP bind 94, Rac1 mut GTP 93, Cdc42 wt GTP 97, Mcl1-Noxa inh 20, Rac1 wt modul 95, HRas wt GTP bind 95, Mcl1-Bid inh -6, Avidin fluor 33, Rab2A wt mod 92, Bim-Mcl-1 -2 and Pf gamet viab 19.
O=c1[nH]cc(C(F)(F)F)cc1NS(=O)(=O)c1ccccc1[N+](=O)[O-] was read as Rab7 wt GTP bind 102, Rac1 mut GTP 97, Cdc42 wt GTP 96, Mcl1-Noxa inh 13, Rac1 wt modul 97, HRas wt GTP bind 100, Mcl1-Bid inh -15, Avidin fluor 22, Rab2A wt mod 98, Bim-Mcl-1 2 and Pf gamet viab -15.
Screening O=C(NCc1cccs1)C1CCCN1C(=O)NC1CCCCC1 (configuration not stated) returned Rab7 wt GTP bind 101, Rac1 mut GTP 98, Cdc42 wt GTP 101, Mcl1-Noxa inh 7, Rac1 wt modul 104, HRas wt GTP bind 99, Mcl1-Bid inh -17, Avidin fluor 10, Rab2A wt mod 99 and Bim-Mcl-1 -2.
O=C(Nc1ccccc1NC(=O)c1ccco1)c1ccco1 was read as Rab7 wt GTP bind 102, Rac1 mut GTP 99, Cdc42 wt GTP 105, Mcl1-Noxa inh -9, Rac1 wt modul 105, HRas wt GTP bind 104, Mcl1-Bid inh -24, Avidin fluor -4, Rab2A wt mod 101, Bim-Mcl-1 -2 and Pf gamet viab -37.
Screening CCOc1cc2[nH]c(=S)n(CCCN(CC)CC)c(=O)c2cc1OCC returned Rab7 wt GTP bind 97, Rac1 mut GTP 97, Cdc42 wt GTP 101, Mcl1-Noxa inh 12, Rac1 wt modul 101, HRas wt GTP bind 101, Mcl1-Bid inh -16, Rab2A wt mod 104, Bim-Mcl-1 -7 and Pf gamet viab 14.
CCOC(=O)c1ccc(N=CC2=C(O)CC(C)(C)CC2=O)cc1 was read as Rab7 wt GTP bind 104, Rac1 mut GTP 100, Cdc42 wt GTP 101, Mcl1-Noxa inh -1, Rac1 wt modul 102, HRas wt GTP bind 102, Mcl1-Bid inh -24, Avidin fluor 8, Rab2A wt mod 101 and Bim-Mcl-1 0.
For Cc1cc(C)n(CC(=O)N/N=C/c2ccc(C)o2)n1 the results were Rab7 wt GTP bind 96, Rac1 mut GTP 93, Cdc42 wt GTP 96, Mcl1-Noxa inh 3, Rac1 wt modul 94, HRas wt GTP bind 95, Mcl1-Bid inh -12, Avidin fluor 27, Rab2A wt mod 95, Bim-Mcl-1 -1 and Pf gamet viab 24.
COc1ccc(C(=O)NC2(C(F)(F)F)C(=O)N(Cc3ccco3)C3=C2C(=O)CC(C)(C)C3)cc1OC (configuration not stated) was read as Rab7 wt GTP bind 99, Rac1 mut GTP 95, Cdc42 wt GTP 97, Mcl1-Noxa inh -2, Rac1 wt modul 98, HRas wt GTP bind 96, Mcl1-Bid inh -2, Avidin fluor 8, Rab2A wt mod 98, Bim-Mcl-1 -1 and Pf gamet viab -1.
`Nc1ncnc2nc(SCc3ccc(Cl)cc3Cl)[nH]c12` gave Rab7 wt GTP bind 102, Rac1 mut GTP 100, Cdc42 wt GTP 102, Mcl1-Noxa inh 7, Rac1 wt modul 101, HRas wt GTP bind 101, Mcl1-Bid inh 0, Avidin fluor 17, Rab2A wt mod 102 and Bim-Mcl-1 -1.
Cc1ccc(-n2c(C)cn(C(=O)c3ccccc3)c2=S)cc1 was read as Rab7 wt GTP bind 99, Rac1 mut GTP 100, Cdc42 wt GTP 101, Mcl1-Noxa inh 4, Rac1 wt modul 104, HRas wt GTP bind 104, Mcl1-Bid inh -2, Avidin fluor 4, Rab2A wt mod 103 and Bim-Mcl-1 -1.
Screening Cc1ccc(-n2c(Cc3cccn3C)nnc2SCC(=O)NCc2ccco2)cc1 returned Rab7 wt GTP bind 100, Rac1 mut GTP 98, Cdc42 wt GTP 99, Mcl1-Noxa inh 8, Rac1 wt modul 99, HRas wt GTP bind 97, Mcl1-Bid inh -34, Avidin fluor 9, Rab2A wt mod 98 and Bim-Mcl-1 0.
Screening Cc1nn(-c2ccccc2)c2c1/C(=N/O)CC(C)(C)C2 returned Rab7 wt GTP bind 102, Rac1 mut GTP 98, Cdc42 wt GTP 106, Mcl1-Noxa inh 25, Rac1 wt modul 105, HRas wt GTP bind 99, Mcl1-Bid inh -19, Avidin fluor 14, Rab2A wt mod 98, Bim-Mcl-1 -4 and Pf gamet viab 9.
`O=C(Nc1ccc(-c2nc3ccccc3s2)cc1)c1cc(-n2cnnc2)ccc1Cl` gave Rab7 wt GTP bind 101, Rac1 mut GTP 95, Cdc42 wt GTP 96, Mcl1-Noxa inh 8, Rac1 wt modul 97, HRas wt GTP bind 98, Mcl1-Bid inh 28, Avidin fluor 11, Rab2A wt mod 96 and Bim-Mcl-1 0.
Screening O=C(Cn1nc(C(F)(F)F)c2c1CCCC2)NCc1ccco1 returned Rab7 wt GTP bind 101, Rac1 mut GTP 99, Cdc42 wt GTP 104, Mcl1-Noxa inh -2, Rac1 wt modul 100, HRas wt GTP bind 101, Mcl1-Bid inh 98*, Avidin fluor 7, Rab2A wt mod 99, Bim-Mcl-1 1 and Pf gamet viab 19.
O=C(NCc1ccccn1)c1cc(-c2ccccc2)nc2ccccc12 was read as Rab7 wt GTP bind 102, Rac1 mut GTP 103, Cdc42 wt GTP 105, Mcl1-Noxa inh -24, Rac1 wt modul 106, HRas wt GTP bind 103, Mcl1-Bid inh -5, Avidin fluor 12, Rab2A wt mod 105, Bim-Mcl-1 -4 and Pf gamet viab 0.
Screening Cc1cccc(NC(=O)c2sc3nc(N)c(C#N)cc3c2N)c1 returned Rab7 wt GTP bind 96, Rac1 mut GTP 94, Cdc42 wt GTP 94, Mcl1-Noxa inh 39, Rac1 wt modul 90, HRas wt GTP bind 90, Mcl1-Bid inh -25, Avidin fluor 15, Rab2A wt mod 88, Bim-Mcl-1 -4 and Pf gamet viab 9.

Bioassay records as filed in PubChem.
